AGP1-GFP MLPCN: modulators of AGP1-GFP expression in yeast TOR pathway, primary screen, cell-based, multiplex flow cytometry, S. cerevisiae, MLPCN library | 3 h; GFP as percent of DMSO wells | GFP response vs DMSO, % at 10 µM | 0.02% of 320,000 active | AID 2066, 2009;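 active = GFP response relative to DMSO above a set limit, near screen average plus 3 SD, cut at about 150% in these data; inconclusive = fewer than 70 cells counted for the yeast strain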;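 also: median GFP channel fluorescence of the gated AGP1 strain per well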
Fam108B inh: mouse Fam108B serine hydrolase inhibitors, primary screen, counter-screen for RBBP9 inhibitor project, biochemical, fluorescence polarization; AID 1947, 2009; inhibition, % at 9.51 µM; recombinant Fam108B, FP-Rh probe fluorescence polarization; 0.33% of 300,000 active;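 active = inhibition above the screen mean inhibition plus 3 SD, computed separately per campaign, cut at about 18% in these data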;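 also: inhibitors lower polarization as less probe binds the enzyme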
BCLXL inh: inhibitors of human Bcl-xL, primary screen, biochemical, fluorescence polarization, HTS; GST-Bcl-xL / FITC-Bim BH3 peptide fluorescence polarization; inhibition, % at 10.9 µM; 0.7% of 320,000 active;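 active = inhibition above the mean of all tested compounds plus 3 SD, cutoff set per campaign, cut at about 30% in these data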;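 also: 0% = DMSO wells and 100% = unlabeled Bim-BH3 peptide competitor; inhibitors lower millipolarization by displacing the labeled peptide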
GLD-1 RNA inh: GLD-1/TGE RNA complex disruptors, primary screen, biochemical, fluorescence polarization; inhibition, % at 5.96 µM; purified GLD-1 + fluorescein TGE RNA; 0.44% of 320,000 active; Female germline-specific tumor suppressor gld-1 (Caenorhabditis elegans), Q17339;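 active = percent inhibition above a per-plate cutoff, the plate mean of test compounds plus 3 SD, cut at about 30% in these data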;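 also: 0% = DMSO wells with GLD-1 and probe and 100% = wells lacking GLD-1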
VLA-4 inh: inhibition in human VLA-4 binding assay, primary screen, VLA-4 allosteric modulator project, MLPCN library, flow cytometry, VLA-4 expressing cells | inhibition, % (about 7 µM as worked out from the volumes in the protocol) | Integrin alpha-4 (Homo sapiens), P13612 | ligand binding flow cytometry | 0.2% of 330,000 active; in the data active = inhibition above about 50%
Target sequence (P13612 whole entry, looked up): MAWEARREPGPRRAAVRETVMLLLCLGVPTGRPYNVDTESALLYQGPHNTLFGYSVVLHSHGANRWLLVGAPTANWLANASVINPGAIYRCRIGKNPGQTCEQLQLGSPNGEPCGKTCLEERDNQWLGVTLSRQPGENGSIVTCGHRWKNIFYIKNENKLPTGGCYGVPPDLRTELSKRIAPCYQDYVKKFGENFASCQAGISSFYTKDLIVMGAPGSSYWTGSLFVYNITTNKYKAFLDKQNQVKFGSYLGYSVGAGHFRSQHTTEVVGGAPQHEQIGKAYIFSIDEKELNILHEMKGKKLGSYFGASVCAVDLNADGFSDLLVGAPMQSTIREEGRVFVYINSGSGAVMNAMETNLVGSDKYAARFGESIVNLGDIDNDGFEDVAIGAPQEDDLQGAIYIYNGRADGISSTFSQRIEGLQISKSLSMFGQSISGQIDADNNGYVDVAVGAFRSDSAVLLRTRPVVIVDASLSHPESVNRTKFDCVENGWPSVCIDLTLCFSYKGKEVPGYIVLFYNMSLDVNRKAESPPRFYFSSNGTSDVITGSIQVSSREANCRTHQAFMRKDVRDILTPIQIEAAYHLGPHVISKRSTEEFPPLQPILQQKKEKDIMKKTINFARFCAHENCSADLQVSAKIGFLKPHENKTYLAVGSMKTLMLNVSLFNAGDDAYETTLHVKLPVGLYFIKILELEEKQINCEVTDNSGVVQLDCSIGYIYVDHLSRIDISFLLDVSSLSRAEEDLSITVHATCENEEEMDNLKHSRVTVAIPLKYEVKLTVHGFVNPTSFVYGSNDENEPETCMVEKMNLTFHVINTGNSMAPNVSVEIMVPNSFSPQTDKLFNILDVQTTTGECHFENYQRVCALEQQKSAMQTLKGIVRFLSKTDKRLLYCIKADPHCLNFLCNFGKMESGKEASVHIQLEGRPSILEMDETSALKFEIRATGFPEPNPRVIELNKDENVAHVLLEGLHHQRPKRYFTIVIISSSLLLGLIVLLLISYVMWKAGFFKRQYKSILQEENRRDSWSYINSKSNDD
CIT2-GFP yeast: modulators of CIT2-GFP expression in yeast, primary screen, S. cerevisiae, GFP fusion, multiplex flow cytometry, MLPCN library; S. cerevisiae CIT2-GFP strain, 3 h; 100 means same as DMSO wells; GFP response vs DMSO, % at 10 µM; 0.065% of 320,000 active; AID 2029, 2009;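 active = GFP response relative to DMSO above a set limit, near the screen mean plus 3 SD, cut at about 150% in these data; inconclusive = Fewer than 70 cells measured for a yeast strain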;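 also: ratio of well median GFP fluorescence to mean of DMSO wells on the plate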
MEX-5 binding: MEX-5 zinc finger RNA-binding disruptors – biochemical, C. elegans, fluorescence polarization, MLPCN library, primary screen; Zinc finger protein mex-5 (Caenorhabditis elegans), Q9XUB2; MEX-5/FITC-TCR2 RNA binding; hits give low values; activity score (negative = inhibition of binding), % at 10 µM; 0.38% of 300,000 active; AID 1832, 2009;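 active = inhibition past about -25% in most replicates, and total fluorescence under double the plate's negative control median, limit read from the data; inconclusive = replicates evenly split on the limit, or fluorescence at least double controls; inactive = too little inhibition in most replicates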;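 also: 0% = DMSO and -100% = 5 µM competing unlabeled TCR2 RNA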
GRK2 aptamer HTS: compounds blocking aptamer binding on GRK2 – biochemical, human GRK2, bead flow cytometry, HTS, primary screen. Beta-adrenergic receptor kinase 1 (Homo sapiens), P25098. FAM-aptamer displacement from GRK2. inhibition of aptamer binding, % at 10 µM. 0.59% of 330,000 active. AID 488847, 2010;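 active = inhibition of aptamer binding above 40%, roughly 3 SD of noise, on plates passing a quality check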;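 also: median bead fluorescence of bound FAM aptamer so fluorescent compounds give negative values; no value below 0 was filed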
MCL1 BIM primary: inhibitors of MCL1 binding to BIM-BH3, primary screen, biochemical, fluorescence polarization. GST-MCL1 / FITC-Bim-BH3 fluorescence polarization. inhibition, % at 10.9 µM. AID 2057, 2009. 0.68% of 320,000 active. Induced myeloid leukemia cell differentiation protein Mcl-1 (Homo sapiens), Q07820;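 active = inhibition above the mean inhibition of all tested compounds plus 3 SD, set per campaign, cut at about 40% in these data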;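 also: 0% = DMSO wells and 100% = unlabeled Bim-BH3 peptide control; higher means more loss of mP so more displacement of Bim peptide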
* hit, by the source's call; ? = inconclusive; . = not tested or not shown. Rows are unselected. Share with any hit: about 2.2%.

SMILES | AGP1-GFP MLPCN | Fam108B inh | BCLXL inh | GLD-1 RNA inh | VLA-4 inh | CIT2-GFP yeast | MEX-5 binding | GRK2 aptamer HTS | MCL1 BIM primary
COC(=O)c1cc(C#N)c(NCc2ccc(Cl)cc2Cl)nc1C | 108.6 | -4.7 | 7.1 | 8.1 | 33.9 | 105.3 | 1.1 | 1.0 | 5.5
COc1cc(S(=O)(=O)N2CCOCC2)cc(C(=O)NCC(c2cccs2)N2CCOCC2)c1OC (centres undefined) | 109.7 | . | . | -0.1 | -8.4 | 104.6 | . | 7.0 | .
O=C(COC(=O)C1CC2C=CC1C2)NCc1ccco1 (centres undefined) | 112.0 | 0.8 | 4.9 | 4.7 | 11.9 | 97.1 | 1.3 | 21.0 | 33.1
COC(=O)Nc1ccc(S(=O)(=O)N2CCCC(C(=O)N3CCCCCC3)C2)cc1 (centres undefined) | 96.7 | -0.2 | 4.0 | -8.9 | 25.4 | 88.0 | -0.4 | 2.0 | 3.4
O=C(O)c1ccccc1-c1nc2ccccc2[nH]1 | 105.8 | -4.5 | 0.3 | -0.3 | 1.9 | 100.5 | 0.6 | 0.0 | 1.9
Cc1nn(C(C)C(=O)O)c(C)c1[N+](=O)[O-] (centres undefined) | 82.3 | 1.8 | 5.9 | -0.9 | 18.9 | . | 3.1 | 1.0 | 4.9
O=C(Nc1ccc(C(=O)NCc2ccc(F)cc2)cc1)C1=CSCCO1 | 96.0 | -2.6 | 2.2 | -0.3 | -1.0 | 101.2 | -0.4 | 3.0 | 0.4
COC(=O)Cn1c(=NC(=O)c2ccc(OC)c(OC)c2)sc2cc(OC)ccc21 | 100.9 | 5.1 | 3.2 | 5.8 | -18.1 | 101.2 | -1.6 | 0.0 | 8.1
O=C(Cn1cccc(C(F)(F)F)c1=O)c1ccc(Cl)cc1 | 100.7 | -0.1 | 5.2 | -2.3 | -3.0 | 93.0 | 1.6 | 5.0 | 4.1
O=C(O)CCC1COc2ccccc2O1 (centres undefined) | 105.2 | 4.6 | 0.2 | 1.3 | -3.5 | 98.5 | -1.9 | 6.0 | -7.4
O=S(=O)(c1ccc(OCC(O)CN2CCN(c3ccc(F)cc3)CC2)cc1)N1CCOCC1 (centres undefined) | 89.7 | 1.9 | 5.8 | 2.2 | 13.0 | . | -3.0 | 2.0 | 3.8
COc1ccccc1NCC(O)COc1ccc(C(C)(C)C)cc1 (centres undefined) | 92.9 | 4.4 | 2.2 | 6.1 | -0.5 | 86.4 | 0.2 | 0.0 | -0.7
c1ccc(COc2ccccc2CNC2CCCC2)cc1 | 78.2 | 2.4 | 6.8 | 2.0 | 8.8 | 91.7 | 1.5 | 1.0 | -3.8
CC(C)c1ccc(C2(O)C(=O)Nc3cc(Br)ccc32)c(O)c1 (centres undefined) | 103.9 | -1.2 | 4.0 | 2.4 | 1.0 | 108.1 | 3.9 | 3.0 | -1.5
CCNS(=O)(=O)c1ccc(CCC(=O)N2CCN(C(=O)OCC)CC2)cc1 | 111.6 | 0.8 | -2.2 | 2.4 | 8.5 | 115.7 | 2.9 | 2.0 | -3.9
Cc1[nH]nc(SCC(=O)NCc2ccc(Cl)cc2)c1[N+](=O)[O-] | 104.8 | -1.3 | 0.8 | -3.9 | 1.1 | 98.6 | 1.5 | 4.0 | -0.8
CC(C)CCNC(=O)CN(Cc1ccco1)C(=O)c1snc(C(N)=O)c1N | 105.2 | 0.8 | 2.8 | 1.3 | 8.5 | 107.6 | -0.1 | 2.0 | -3.9
COc1ccc(CNC(=O)/C=C/c2cc([N+](=O)[O-])ccc2OC(F)F)cc1OC | 97.9 | 1.5 | -39.7 | -3.3 | -5.8 | 98.2 | -3.6 | 3.0 | -17.1
COC(=O)[C@H](C)NC(=O)NCc1ccccc1 | 106.8 | 1.4 | -3.3 | 2.3 | 22.1 | 97.9 | 1.4 | 2.0 | -6.2
CC(=O)c1c(N2CCN(C)CC2)nc(=S)n(Cc2ccccc2)c1C | 100.0 | -2.6 | 12.9 | -1.0 | 13.1 | 98.2 | -0.8 | 15.0 | 14.3
O=C(NNC(=O)c1ccccc1O)c1cccc(Br)c1 | 102.7 | 0.0 | 1.5 | 8.5 | -1.6 | 99.9 | ? | 1.0 | 0.3
CCCCCC1CC(CC#CCN2CCOCC2)C(=O)O1 (centres undefined) | 88.1 | 1.2 | 11.0 | -2.0 | -8.5 | 95.5 | -1.0 | 0.0 | 14.6
CC(=NCc1cccnc1)C1=C(O)c2ccccc2C1=O | 107.4 | 1.4 | 1.5 | 6.8 | 5.6 | 89.9 | -0.6 | 1.0 | 1.2
CC(=O)CSc1cc(C)nc2c(-c3ccccc3)c(C)nn12 | 108.9 | -1.1 | -0.6 | 0.9 | -5.4 | 111.7 | -2.2 | 2.0 | 0.9
COc1cccc(NC(=O)CN(C)C(=O)c2ccc(COc3ccccc3)cc2)c1 | 104.1 | -5.1 | -3.9 | -0.2 | -1.6 | 102.6 | -5.4 | 0.0 | -7.1

(more compounds)
SMILES | AGP1-GFP MLPCN | Fam108B inh | BCLXL inh | GLD-1 RNA inh | VLA-4 inh | CIT2-GFP yeast | MEX-5 binding | GRK2 aptamer HTS | MCL1 BIM primary
CCc1cc(=O)oc2c(C)c(OCC(=O)NCCN3CCOCC3)ccc12 | 103.8 | -5.3 | 2.0 | -4.2 | 4.4 | 97.3 | -1.0 | 1.0 | -0.8
COC(=O)CC1Oc2ccccc2N(Cc2ccccc2)C1=O (centres undefined) | 100.4 | 1.2 | 3.9 | 1.9 | 9.1 | 105.2 | -0.4 | 24.0 | 11.9
CCOc1cc(NC(=S)N2CCC(C(N)=O)CC2)c(C(=O)OC)cc1OCC | 101.0 | 1.6 | 0.4 | -3.0 | 11.8 | 94.9 | -0.3 | 0.0 | 4.6
CC(C)CN1C(=O)/C(=C/c2ccco2)NC1=S | 94.1 | 2.5 | 14.3 | 15.8 | 7.4 | 97.9 | 0.6 | 5.0 | 17.5
O=C(CSc1ncn[nH]1)Nc1nnc(-c2ccccc2)s1 | 105.7 | -1.8 | 0.9 | 10.2 | -8.6 | 99.5 | -1.6 | 2.0 | -1.4
CCOC(=O)C1=C(COC(=O)/C=C/c2cccc(OC)c2OC)NC(=O)NC1C (centres undefined) | 95.6 | 1.9 | 3.9 | -7.5 | 0.2 | 94.8 | -4.8 | 1.0 | 3.9
Cc1cccc(NC(=O)CSc2nnc(NC(=O)C3CC3)s2)c1C | 107.6 | -1.8 | 1.2 | 3.6 | 10.2 | 104.0 | -1.5 | 1.0 | -7.3
N#Cc1cc(S(=O)(=O)c2ccccc2)c(N)[nH]c1=O | 101.5 | -3.4 | 4.5 | 1.8 | 23.1 | 100.5 | 0.7 | 2.0 | 7.8
CCCCNC(=O)CC(NS(=O)(=O)c1ccc(C)cc1)c1ccco1 (centres undefined) | 104.3 | -2.2 | 0.8 | 5.4 | 13.2 | 100.1 | 2.3 | 3.0 | 5.4
Cc1cc(Cl)c2oc(C(=O)NC(C)c3ccncn3)c(C)c2c1 (centres undefined) | 93.8 | 0.3 | 4.7 | 0.5 | 1.0 | 93.8 | 0.4 | 0.0 | 9.2
N#Cc1ccc(CC(C(=O)O)N2Cc3ccccc3C2=O)cc1 (centres undefined) | 97.7 | 3.1 | -0.9 | -1.0 | 0.1 | 101.7 | 0.5 | 0.0 | 2.3
Cc1ccc(Nc2cc(C)c(O)c(C)c2)cc1 | 92.5 | 7.3 | 17.2 | -0.2 | -14.8 | 97.6 | 2.5 | 0.0 | 19.5
CC(/C=N/Nc1nnc2c(n1)[nH]c1ccccc12)=C\c1ccco1 | 103.3 | 7.4 | 11.9 | -12.0 | 22.7 | 102.2 | -1.2 | 2.0 | 13.8
Cc1ccc(-c2noc(C3CCCN(C(=O)c4ccc(F)cc4F)C3)n2)cc1 (centres undefined) | 93.1 | 1.2 | 2.6 | 0.9 | 10.6 | 94.8 | -1.4 | 2.0 | 5.3
Cc1c(S(=O)(=O)Nc2cc(Cl)ccc2Cl)c(=O)n(C)c(=O)n1C | 101.3 | 0.4 | -5.2 | 1.7 | 21.9 | 101.5 | -1.1 | 1.0 | -5.0
COc1ccc(CC(=O)NC2CCN(CC(=O)N3CCCc4ccccc43)CC2)cc1OC | 110.1 | 0.7 | -0.4 | 1.9 | -0.1 | . | -1.4 | 0.0 | 3.5
COC(=O)c1nn(-c2ccccc2)c(=O)cc1Oc1ccc(Cl)cc1 | 100.6 | -0.3 | 2.8 | 0.6 | 7.0 | 95.5 | 0.8 | 4.0 | 0.9
Cc1ccc(-c2cc(C(=O)N3CCN(C4CCS(=O)(=O)C4)CC3)c3ccccc3n2)cc1 (centres undefined) | 99.5 | . | 7.1 | 4.4 | -12.3 | 96.4 | . | 4.0 | 8.0
CCN=C(NS(=O)(=O)c1ccc(Br)cc1)c1ccc(Cl)cc1 | 96.3 | 1.9 | 3.6 | 8.5 | 6.7 | 98.4 | 2.1 | 4.0 | -9.6
N#CC1=C(N)N(c2ccc(F)cc2)C(=O)C1 | 94.5 | -5.4 | 1.5 | -1.7 | 26.7 | 102.2 | -0.4 | 5.0 | -0.8
C/C(=N/N=C/c1ccc(N(C)C)cc1)c1ccccc1 | 99.5 | 2.2 | 5.3 | -7.5 | 1.1 | 96.1 | -0.9 | 0.0 | 6.6
Cc1cc(=O)oc2c(C)c(OC(C)C(=O)NC3CCN(Cc4ccccc4)CC3)ccc12 (centres undefined) | 92.8 | 4.3 | 2.6 | 0.2 | -5.6 | 96.6 | -0.5 | 0.0 | -4.8
CCN(CC(=O)NC(=O)NC1CCCC1)Cc1ccccc1 | 103.1 | 0.1 | -1.6 | 8.6 | -7.4 | 101.2 | 0.0 | 5.0 | -1.3
O=C(Nc1ccc(C(=O)N2CCOCC2)cc1)c1cnn2c(C(F)F)cc(-c3ccccc3)nc12 | . | 3.6 | 3.5 | 15.2 | -1.5 | 96.0 | -2.0 | 0.0 | 4.0

For convenience, some entries already given.
SMILES | AGP1-GFP MLPCN | Fam108B inh | BCLXL inh | GLD-1 RNA inh | VLA-4 inh | CIT2-GFP yeast | MEX-5 binding | GRK2 aptamer HTS | MCL1 BIM primary
COC(=O)CC1Oc2ccccc2N(Cc2ccccc2)C1=O (centres undefined) | 100.4 | 1.2 | 3.9 | 1.9 | 9.1 | 105.2 | -0.4 | 24.0 | 11.9
CCOc1cc(NC(=S)N2CCC(C(N)=O)CC2)c(C(=O)OC)cc1OCC | 101.0 | 1.6 | 0.4 | -3.0 | 11.8 | 94.9 | -0.3 | 0.0 | 4.6
CC(C)CN1C(=O)/C(=C/c2ccco2)NC1=S | 94.1 | 2.5 | 14.3 | 15.8 | 7.4 | 97.9 | 0.6 | 5.0 | 17.5
O=C(CSc1ncn[nH]1)Nc1nnc(-c2ccccc2)s1 | 105.7 | -1.8 | 0.9 | 10.2 | -8.6 | 99.5 | -1.6 | 2.0 | -1.4

Screening data as filed in PubChem BioAssay.
